# SIAH1 antagonists = blockers of Siah-1 interaction with plectin peptide – biochemical, fluorescence polarization, rhodamine-plectin, uHTS, primary screen (AID 1817) | Siah-1 / rhodamine-plectin peptide fluorescence polarization; higher % means a stronger effect | displacement, % at 20 µM; hits with a dose series show IC50 in µM | 0.02% of 290,000 active;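 active means displacement of at least 50% at 20 µM, with a fluorescence ratio check between 0.3 and a set limit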;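 further: plate controls were Siah plus tracer with DMSO for no effect and tracer alone without Siah for full effect; strong numbers were not always called active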
# NS5 inhibitors = flavivirus cap methylation enzyme inhibition – biochemical, confirmation dose response, primary screen (AID 588689); Dengue-2 NS5 methyltransferase capping enzyme assay, biochemical; higher % means a stronger effect; inhibition, % at 25 µM; hits with a dose series show IC50 in µM; 0.3% of 340,000 active; in the data active means a potency from the dose series; inconclusive means inhibition above about 29% without an active follow-up result
# Large T inhibition = SV40 large T antigen inhibitors, biochemical (AID 1903); SV40 large T antigen ATPase/helicase inhibition assay; higher % means a stronger effect; inhibition, % at 20 µM, or IC50 in µM where a hit was titrated; 0.39% of 310,000 active; in the data active means a potency from the dose series; inconclusive means inhibition mostly from about 32% at the one dose, without a potency; inactive means the rest, 99 in 100 with inhibition below about 32%; further: strong numbers were not always called active
# West Nile antiviral = West Nile virus antiviral activity, cell-based, CPE readout (AID 1621) | West Nile virus-infected cells, CPE inhibition; higher % means a stronger effect | one-dose CPE inhibition, % at 10 µM; IC50 in µM for titrated hits | 0.02% of 290,000 active; in the data active means a potency from the dose series; inconclusive means CPE inhibition mostly from about 3.7% at the one dose, without a potency; inactive means the rest, 99 in 100 with CPE inhibition below about 2.2%; further: strong numbers were not always called active
# NTR1 agonist = NTR1-driven beta-arrestin-GFP spot formation – imaging, U2OS cells, high content, primary screen (AID 493036) | 0.17% of 330,000 active | activation, % at 20 µM | P30989 | agonist mode;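 active means activation at or above 40% of the spot to cytoplasm intensity ratio, with at least 20 cells analyzed; inconclusive means wells under 20 cells, flagged as cytotoxic or low count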;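 further: 0% = DMSO without peptide and 100% = 100 nM NTR1 peptide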
# Target sequence (P30989 whole entry, looked up): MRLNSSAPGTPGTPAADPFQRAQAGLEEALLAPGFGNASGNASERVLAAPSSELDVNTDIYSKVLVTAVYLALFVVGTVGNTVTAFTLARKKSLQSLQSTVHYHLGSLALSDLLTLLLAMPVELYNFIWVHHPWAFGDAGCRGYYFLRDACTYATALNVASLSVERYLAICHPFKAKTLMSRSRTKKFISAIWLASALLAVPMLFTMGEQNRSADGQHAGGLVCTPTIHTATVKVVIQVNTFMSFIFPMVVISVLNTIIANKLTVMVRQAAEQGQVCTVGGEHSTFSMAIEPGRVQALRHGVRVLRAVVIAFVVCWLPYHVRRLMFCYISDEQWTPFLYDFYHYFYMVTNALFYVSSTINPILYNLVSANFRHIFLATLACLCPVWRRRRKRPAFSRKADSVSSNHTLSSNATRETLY
# AID2073 = disruptors of CaV2.2 binding to Mint1 – biochemical, HTRF (AID 2073). HTRF protein-protein interaction, Mint1-CaV2.2; higher % means a stronger effect. inhibition, % at 20 µM; hits with a dose series show IC50 in µM. 0.19% of 290,000 active; in the data active means inhibition mostly above about 51%, no sharp cut-off; inconclusive means no clear call, values can overlap the other calls; inactive means mostly below about 53%; further: some results filed as inactive read as strong as hits
# RSV antiviral HEp-2 = RSV antiviral activity via CPE protection, HEp-2 cells, primary 10 µM value included (AID 2391). HEp-2 cells, RSV-induced CPE inhibition; higher % means a stronger effect. one-dose CPE inhibition, % at 10 µM; IC50 in µM for titrated hits. 0.13% of 310,000 active; in the data active means a potency from the dose series; inconclusive means CPE inhibition mostly from about 23% at the one dose, without a potency; inactive means the rest, 99 in 100 with CPE inhibition below about 21%; further: strong numbers were not always called active
# MgcRacGAP inhibition = MgcRacGAP GTPase-activating activity inhibitors, confirmation, biochemical, ADP Hunter fluorescence; MgcRacGAP-stimulated Rac1 GTP hydrolysis, ADP Hunter fluorescence; higher % means a stronger effect; GST-tagged Rac1 F28L mutant substrate; inhibition, % at 30 µM; hits with a dose series show IC50 in µM; 0.6% of 340,000 active; AID 624330;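 active means first-screen hits whose inhibition reached a set limit at any dose in the follow-up dose series; inconclusive means inhibition above the set first-screen limit but never retested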;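 further: fluorescence reports GDP produced by GAP-driven GTP hydrolysis; strong numbers were not always called active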
# K1F lysis inhibition = inhibition of K1F phage lysis, E. coli UTI89, bacterial capsule biogenesis inhibitors, alamar blue (AID 488966). E. coli UTI89 K1F phage lysis, alamar blue, 2 h; higher % means a stronger effect. 0.02% of 340,000 active. inhibition, % at 100 µM, or IC50 in µM where a hit was titrated;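 active means phage lysis inhibition, versus mean bacterial control, above a set limit; inconclusive means no clear call, values can overlap the other calls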;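 further: capsule biogenesis inhibitors block K1F phage lysis so surviving cells raise fluorescence; higher fluorescence means more inhibition of phage lysis; actives were called in the ten point dose series up to 300 µM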
# NTR1 agonist cell count 20 µM = second read-out of NTR1 agonist, no call of its own (marks repeat the call); cell count; measured here: cell count, cytotoxicity flag
# NS5 inhibitors pilot replicate = also measured in NS5 inhibitors; calls as there; inhibition, %; measured here: pilot screen replicate inhibition
# An asterisk follows results filed as active; ? = inconclusive; / = not tested or not shown; [ ] = another dose, or the depositor's remark. Hits appear at their usual frequency; overall some 1.6% were active at least once.
SMILES,SIAH1 antagonists,NS5 inhibitors,Large T inhibition,West Nile antiviral,NTR1 agonist,NTR1 agonist cell count 20 µM,AID2073,RSV antiviral HEp-2,MgcRacGAP inhibition,K1F lysis inhibition,others
CSc1ncc(C(=O)Nc2ccc(Cl)cc2)c(C)n1,-0.6%,-1.9%,9.2%,-0.6%,0.1,94,14.7%,0.1%,4.3%,0.1%,
CCC[C@@H]1C[C@@H](C(=O)NC(C(C)Cl)[C@H]2O[C@H](SC)[C@H](O)[C@@H](O)[C@H]2O)N(C)C1 (stereo partly specified),4.0%,-2.2%,8.4%,0.0%,0.0,57,0.5%,11.7%,-0.4%,-12.8%,
CCCNC(=O)c1ccccc1NC(=O)CN(c1ccccc1OCC)S(C)(=O)=O,3.1%,-1.6%,3.3%,-0.1%,0.7,84,-2.8%,3.0%,4.6%,0.4%,
CCOc1ccc(NC(=O)CNC(=O)c2ccc(OC)c(OC)c2)cc1,0.4%,0.0%,5.8%,0.0%,-0.9,65,6.6%,0.9%,3.6%,0.4%,
S=c1[nH]ccn1-c1cccc(Cl)c1,-0.3%,-8.7%,7.3%,0.1%,-1.5,36,2.9%,0.7%,1.8%,-0.4%,
Cc1cc(C)cc(C(=O)NC(CC(N)=O)c2ccc(NC3CCCCCCC3)c([N+](=O)[O-])c2)c1 (stereo unspecified),0.5%,1.6%,19.8%,-0.5%,-5.2,105,4.8%,-1.7%,7.4%,-0.1%,
CCC(C)[C@H]1CNC(=O)C(=O)N1CCCc1cc(OC)c(OC)c(OC)c1 (stereo partly specified),3.6%,2.5%,-0.7%,0.1%,-4.7,84,-11.0%,-0.4%,6.4%,1.5%,
O=C(CSc1nnnn1C1CCCCC1)NCCc1ccccc1,-5.4%,-3.1%,6.3%,-0.7%,0.2,49,-0.9%,0.5%,3.1%,0.3%[50 µM],
CCc1ccccc1OCC(=O)Nc1ccc2c(c1)OCCO2,2.0%,-10.7%,13.0%,0.3%,0.6,54,10.7%,40.4%,5.0%,-0.2%,
O=S(=O)(N/N=C/c1ccc(F)cc1)c1ccccc1,0.1%,3.3%,9.4%,-0.9%,0.3,94,-5.2%,1.7%,6.1%,-0.8%,
CCN(CC)S(=O)(=O)c1cccc(-c2nnc(SCC(=O)NCCC3=CCCCC3)n2N)c1,1.9%,6.5%,11.6%,-0.4%,0.0,84,-5.2%,7.7%,11.4%,2.1%,
CC(=O)n1nc(-c2ccco2)nc1SCc1ccccc1,1.6%,0.7%,17.2%,0.9%,4.3,50,-1.4%,0.8%,1.1%,1.0%,
OC1CCCC1,/,-4.4%,/,/,0.6,67,/,0.4%,-5.3%,0.1%,
CC1CCCCC1NC(=O)CN1c2cccc3cccc(c23)S1(=O)=O (stereo unspecified),/,-1.9%,/,/,0.6,55,/,0.9%,1.1%,-0.4%[50 µM],
Cc1cc(NC(=O)c2ccc(Cl)cc2)n(CCOC(=O)c2ccc(Cl)cc2)n1,3.1%,-6.5%,13.4%,-1.4%,2.2,42,-2.7%,4.8%,4.6%,-4.9%,
O=C(CCN1C(=O)/C(=C/c2ccccc2Cl)SC1=S)N1CCCC1,-3.4%,0.0%,-2.6%,1.1%,7.1,62,-1.3%,-1.6%,10.2%,0.4%,
COc1ccc(OCC(=O)OCC(=O)NC2CC2)cc1,/,1.1%,/,/,-1.4,57,/,0.4%,0.7%,0.0%[50 µM],
COC(=O)[C@]1(C)N[C@H](CN(C)C(=O)c2ccc(F)cc2)[C@@H]2C(=O)N(Cc3ccccc3)C(=O)[C@@H]21,/,-3.0%,/,/,3.0,49,/,/,1.3%,0.1%,NS5 inhibitors pilot replicate=1.8
CC(C)NC[C@H](O)c1ccc(O)c(O)c1,/,-8.1%,-0.1%,/,8.0,58,/,1.0%,-13.8%,3.6%,
CCc1nnc(NC(=O)CSCc2cc(=O)n3nc(C)sc3n2)s1,-1.6%,3.5%,6.1%,-0.1%,-0.4,54,-11.9%,/,14.5%,0.3%,
Cc1ccccc1OCC(=O)N/N=C/c1cn(Cc2ccccc2)c2ccccc12,0.8%,-7.0%,4.1%,0.6%,5.4,76,?,2.7%,3.6%,2.0%[50 µM],
COc1ccc(S(=O)(=O)N(C)c2ccc(C(=O)N3CCCC3)cc2)cc1,2.0%,1.7%,2.9%,-1.0%,-0.8,34,-5.5%,3.2%,-0.8%,0.3%,
O=C(CN1C(=O)C2CC=CCC2C1=O)N1CCN(S(=O)(=O)c2ccccc2)CC1 (stereo unspecified),/,2.2%,/,/,0.0,59,/,/,2.1%,0.5%[50 µM],
Cc1ccc(OCC(=O)c2cc(C)n(-c3cc(C)on3)c2C)c([N+](=O)[O-])n1,/,-6.5%,/,/,0.0,46,/,/,-7.0%,1.9%[50 µM],
COc1ccc(NC(=O)CSc2nc3ccccc3c(=O)n2CCCN2CCOCC2)c(OC)c1,-0.5%,-6.2%,4.1%,-0.7%,-1.8,86,-11.8%,1.5%,8.5%,-0.3%,
COc1ccccc1-n1c(SCC(=O)Nc2ccc(Br)cc2)nc(O)cc1=O,12.8%,-5.5%,8.6%,0.0%,0.0,46,10.8%,0.8%,16.6%,1.2%,
Cc1cccn2c(CN[C@@H]3CCCC[C@H]3c3ccccc3)c(C(=O)N3CCOCC3)nc12,1.9%,-12.7%,5.6%,-0.5%,-1.8,67,-15.2%,0.2%,11.7%,0.1%,
N#CC(C#N)=C1C(=O)N(CCN2CCCCC2)c2ccccc21,-8.9%,-6.1%,21.7%,0.1%,0.2,54,14.9%,-0.1%,-11.4%,-2.2%,
O=C(CN1C(=O)S/C(=C\C=C\c2ccccc2)C1=O)Nc1cccc(O)c1,0.1%,-3.0%,-1.6%,-1.1%,12.0,46,8.9%,0.2%,10.9%,3.5%,
c1ccc2c(c1)oc1c(NCC3CCCO3)ncnc12 (stereo unspecified),-0.6%,-4.8%,14.9%,-0.2%,-1.3,94,2.4%,-0.7%,1.7%,0.2%,NS5 inhibitors pilot replicate=0.9
O=C(Nc1nnc(SCC(=O)N2CCCc3ccccc32)s1)c1ccc2ccccc2c1,4.2%,2.9%,16.6%,-0.3%,2.9,72,21.4%,?,4.9%,3.5%,
CCc1ccc(-c2cc(C)no2)cc1S(=O)(=O)N1CCN(c2ccc(C(C)=O)cc2)CC1,-4.3%,0.0%,8.0%,0.2%,2.6,60,26.6%,2.5%,4.4%,0.0%,
O=C(O)CSc1nnc(-c2ccncc2)n1CCc1ccccc1,2.7%,-7.5%,4.1%,0.5%,-1.6,74,11.5%,0.7%,1.6%,-0.8%,
O=c1nc(N/N=C/c2ccccn2)cn[nH]1,-5.5%,-4.4%,29.2%,-0.6%,-0.4,83,-4.7%,1.3%,-13.2%,0.8%,
CC1C/C(=N\NC(=O)c2ccc(NS(=O)(=O)c3ccc(Br)cc3)cc2)CC(C)(C)C1 (stereo unspecified),2.2%,-3.9%,25.9%,-0.3%,1.2,37,2.1%,1.7%,5.3%,-0.1%[50 µM],
Cc1ccc(SCc2cc(=O)[nH]c(Nc3nc(C)c4cccc(C)c4n3)n2)cc1,0.5%,-1.6%,-2.8%,-0.5%,1.8,59,2.0%,4.6%,7.6%,5.7%,
Cc1ccc(CN2C(=O)[C@@H]3Cc4c([nH]c5ccccc45)C(C)(C)N3C2=O)cc1,/,-4.7%,10.7%,-0.1%,9.0,65,/,8.7%,-3.5%,-0.3%,
Cc1nc2ccccn2c1C(=O)/C=C/c1cccc([N+](=O)[O-])c1,9.6%,-11.7%,1.2%,12.7%,0.1,75,-6.6%,?,3.0%,0.3%,
CCOC(=O)C1CCN(S(=O)(=O)CCNC(=O)c2ccc(F)cc2)CC1,/,0.0%,11.6%,/,1.5,59,/,-1.7%,6.5%,1.6%[50 µM],
Cc1cc(=O)[nH]c(N/N=C/c2ccc(N(C)C)cc2)n1,1.6%,/,18.5%,-0.8%,-0.5,56,-13.7%,-0.5%,9.8%,0.7%,
Cc1ccc(CNC(=O)CCNS(=O)(=O)c2cccc3nonc23)cc1,-3.0%,-4.1%,8.0%,-0.1%,1.5,53,-2.5%,0.9%,1.0%,1.1%,
Cn1c(=O)c2c(ncn2CC(=O)N2CCN(S(=O)(=O)c3ccc(F)cc3)CC2)n(C)c1=O,/,-2.3%,/,/,0.5,56,/,-0.3%,-0.7%,0.6%[50 µM],
O=C(O)C1C2C=CC(O2)C1C(=O)NCc1ccc(Cl)cc1 (stereo unspecified),7.0%,-2.4%,10.0%,0.8%,-2.1,91,-2.1%,1.3%,4.8%,1.0%,
CC(C)OC(=O)c1ccc2nc3ccccc3nc2c1,1.1%,-2.0%,7.7%,-0.1%,-0.5,47,-6.3%,0.4%,3.6%,-0.1%,
CCc1nc2ccc(C(=O)NCc3ccco3)cc2nc1CC,-0.1%,-6.1%,1.4%,-0.1%,-2.7,54,12.5%,2.9%,4.2%,-0.3%,
CN(c1cccc(NC(=O)c2ccc(CN3CCc4ccccc4C3)cc2)c1)S(C)(=O)=O,-7.5%,-8.5%,7.1%,-1.2%,0.2,50,1.1%,5.4%,-11.2%,-1.5%,
C=Cc1ccc(C(=O)NC2CCCN(Cc3ccccc3F)C2)cc1 (stereo unspecified),-4.7%,1.3%,10.2%,-1.4%,1.0,61,-5.5%,2.3%,13.8%,0.4%,NS5 inhibitors pilot replicate=-3.6

# A draw from above in order of SMILES length, largest number first.
SMILES,SIAH1 antagonists,NS5 inhibitors,Large T inhibition,West Nile antiviral,NTR1 agonist,NTR1 agonist cell count 20 µM,AID2073,RSV antiviral HEp-2,MgcRacGAP inhibition,K1F lysis inhibition,others
Cc1ccc(CN2C(=O)[C@@H]3Cc4c([nH]c5ccccc45)C(C)(C)N3C2=O)cc1,/,-4.7%,10.7%,-0.1%,9.0,65,/,8.7%,-3.5%,-0.3%,
O=C(Nc1nnc(SCC(=O)N2CCCc3ccccc32)s1)c1ccc2ccccc2c1,4.2%,2.9%,16.6%,-0.3%,2.9,72,21.4%,?,4.9%,3.5%,
Cc1nc2ccccn2c1C(=O)/C=C/c1cccc([N+](=O)[O-])c1,9.6%,-11.7%,1.2%,12.7%,0.1,75,-6.6%,?,3.0%,0.3%,
Cc1cc(=O)[nH]c(N/N=C/c2ccc(N(C)C)cc2)n1,1.6%,/,18.5%,-0.8%,-0.5,56,-13.7%,-0.5%,9.8%,0.7%,
CCc1nc2ccc(C(=O)NCc3ccco3)cc2nc1CC,-0.1%,-6.1%,1.4%,-0.1%,-2.7,54,12.5%,2.9%,4.2%,-0.3%,
